IL1B secr inh: blocks inflammasome-driven IL-1 beta release. activity change, % at 57.5 µM. actives 4.7% (n = 360,000). THP-1 LPS/ATP IL-1B secretion, AlphaLISA, 16 h; hits give low values. AID 743279; in the data active = activity change below about -50%; inconclusive = mostly about -30% to -49%; note: % is set by controls: 0 for no effect and ±100 for the full control effect
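THP-1 cells pretreated 1 hr with compounds (up to 57.5 uM final), then stimulated with LPS (250 ng/mL final) plus ATP (1.25 mM final); secreted IL-1B measured by AlphaLISA after 16 hr, decreased signal indicating inhibition.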
MCF10A rerep: inducers of DNA re-replication in MCF 10A breast cells; actives 2.9% (n = 350,000); Potency, µM (doses to about 46.1 µM), inactives show at the highest dose activity, positive = re-replication, usual class: activators; MCF 10A DNA re-replication, Hoechst nuclear intensity, 48 h; note: potency is the fitted concentration of half-maximal effect; % of control where 0% means no effect; nearly all actives have a fitted effect of over 50% in size
ATXN2 expr inh: inhibitors of ATXN2 expression | Potency, µM (titrated, usually from 57 µM), for inactives: top-dose activity change, negative = inhibition, hits mostly inhibitors | HEK-293 ATXN2-luciferase reporter, luminescence, 24 h | actives 0.72% (n = 360,000); note: potency is the fitted concentration of half-maximal effect; % is set by controls: 0 for no effect and ±100 for the full control effect; nearly all actives have a fitted effect of over 55% in size
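qHTS (up to 57 uM final) was run with 24 h compound exposure of reporter cells at 37 °C. Each well was multiplexed: SteadyGlo luminescence measured ATXN2-luciferase expression after a fluorogenic Gly-Phe-AFC viability readout (25 uM final).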
HT1080NT lethal: kills 2HG-producing HT-1080-NT fibrosarcoma cells; HT-1080-NT fibrosarcoma viability, CellTiter-Glo ATP luminescence, 48 h; actives 1.6% (n = 360,000); Potency, µM (top dose mostly 46.1 µM), for the others: at the top dose activity, negative = less viability, usual class: cytotoxic;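 note: NT is the 2HG producing partner of a matched IDH1 knockdown line; potency is the fitted concentration of half-maximal effect; 0% = DMSO-treated cells and -100% = media-only wells without cells; nearly all actives have a fitted effect of over 55% in size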
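Compounds were tested in concentration-response format on HT-1080-NT cells for 48 hours at 37 degrees C. Cell viability came from CellTiter-Glo luminescence; curves were classified by r2, response magnitude and activity.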
WRN helicase inh: blocks human WRN helicase. WRN helicase unwinding, fluorescent forked duplex, kinetic. Potency, µM (top dose mostly 114 µM), without a hit: top-dose activity change, negative = inhibition, hits mostly inhibitors. actives 0.46% (n = 360,000); note: potency is the fitted concentration of half-maximal effect; % is set by controls: 0 for no effect and ±100 for the full control effect; nearly all actives have a fitted effect of over 55% in size
Target sequence (Q14191 whole entry, looked up): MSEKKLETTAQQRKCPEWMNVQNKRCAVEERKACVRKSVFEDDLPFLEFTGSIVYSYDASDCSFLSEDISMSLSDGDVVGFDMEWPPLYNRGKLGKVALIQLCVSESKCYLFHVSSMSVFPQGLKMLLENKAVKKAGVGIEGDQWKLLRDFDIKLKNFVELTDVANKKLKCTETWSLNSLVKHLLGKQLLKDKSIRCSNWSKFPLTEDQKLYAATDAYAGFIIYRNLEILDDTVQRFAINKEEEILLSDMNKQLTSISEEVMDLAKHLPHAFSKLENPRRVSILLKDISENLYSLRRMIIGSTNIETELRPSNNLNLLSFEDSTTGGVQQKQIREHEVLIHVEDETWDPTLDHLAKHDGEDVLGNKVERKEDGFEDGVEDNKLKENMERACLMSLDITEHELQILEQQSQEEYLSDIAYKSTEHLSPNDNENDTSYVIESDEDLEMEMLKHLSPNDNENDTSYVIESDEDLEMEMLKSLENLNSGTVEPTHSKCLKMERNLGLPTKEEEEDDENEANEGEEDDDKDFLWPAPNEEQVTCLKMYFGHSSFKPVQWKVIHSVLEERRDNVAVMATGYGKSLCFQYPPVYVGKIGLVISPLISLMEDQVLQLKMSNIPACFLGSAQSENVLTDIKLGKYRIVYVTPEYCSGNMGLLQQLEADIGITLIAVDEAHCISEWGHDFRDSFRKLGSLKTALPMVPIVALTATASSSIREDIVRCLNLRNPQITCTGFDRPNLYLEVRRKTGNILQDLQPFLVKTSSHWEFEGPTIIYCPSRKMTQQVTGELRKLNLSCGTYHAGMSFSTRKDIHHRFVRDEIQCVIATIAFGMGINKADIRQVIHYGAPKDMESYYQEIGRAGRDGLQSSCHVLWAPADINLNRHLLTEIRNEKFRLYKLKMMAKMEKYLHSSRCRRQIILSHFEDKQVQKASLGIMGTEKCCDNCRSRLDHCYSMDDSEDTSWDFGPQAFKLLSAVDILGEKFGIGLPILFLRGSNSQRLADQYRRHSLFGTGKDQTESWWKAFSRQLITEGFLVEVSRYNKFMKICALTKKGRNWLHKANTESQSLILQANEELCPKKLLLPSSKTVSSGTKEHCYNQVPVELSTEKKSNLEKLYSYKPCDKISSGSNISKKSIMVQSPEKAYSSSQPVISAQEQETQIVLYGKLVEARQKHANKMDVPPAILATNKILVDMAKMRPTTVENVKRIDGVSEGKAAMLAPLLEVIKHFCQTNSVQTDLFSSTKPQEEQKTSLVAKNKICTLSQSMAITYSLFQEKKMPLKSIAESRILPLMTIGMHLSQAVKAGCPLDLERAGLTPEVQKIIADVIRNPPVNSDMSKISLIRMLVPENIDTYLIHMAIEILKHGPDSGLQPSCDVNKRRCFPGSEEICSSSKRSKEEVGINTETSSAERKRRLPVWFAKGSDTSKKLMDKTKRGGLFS
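Primary qHTS, 1536-well format. 20 nM WRN + compound, 15 min RT; start with 100 nM forked fluorophore/quencher duplex, 2 mM ATP (final); kinetic read ex 525/em 598 nm.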
SW480 rereplic: induces DNA re-replication in SW480 colon adenocarcinoma cells; SW480 DNA re-replication, Hoechst DNA content imaging, 48 h; actives 1.8% (n = 340,000); Potency, µM (top dose mostly 46.1 µM), for inactives: at the highest dose re-replication activation, hits mostly activators; AID 624297; note: potency is the fitted concentration of half-maximal effect; % of control where 0% means no effect; nearly all actives have a fitted effect of over 55% in size
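Compounds, transferred as 23 nL by pin tool, were incubated with cells for 48 hr; DNA content per nucleus was then quantified by Hoechst staining and fluorescence plate imaging.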
KB-V1 MDR tox: kills drug-selected multidrug resistant KB-V1 cells | KB-V1 MDR cells viability, CellTiter-Glo, 72 h | Potency, µM (top dose mostly 46.1 µM), inactives show top-dose activity change, negative = cytotoxicity, usual class: cytotoxic | actives 3.4% (n = 400,000) | AID 1347076; note: potency is the fitted concentration of half-maximal effect; % is set by controls: 0 for no effect and ±100 for the full control effect; nearly all actives have a fitted effect of over 60% in size
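Luminescent ATP read-out (CellTiter-Glo, 10 min) measures survival of drug-selected KB-V1 MDR cells after 72 h, 37 degrees C compound exposure. Medium: phenol-red-free DMEM, 10% FBS. Values from fitted concentration-response curves.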
HT1080 IDH1KD tx: HT-1080 IDH1 knockdown cell toxicity (counter line); HT-1080 IDH1 knockdown viability, ATP luminescence, 48 h; Potency, µM (series often up to 46.1 µM), inactives show at the top dose activity, negative = toxicity, usual class: cytotoxic; actives 2% (n = 360,000);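 note: potency is the fitted concentration of half-maximal effect; 0% = DMSO wells and -100% = cell-free medium wells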
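HT-1080-IDH1KD cells (IDH1 knocked down), 750/well in RPMI with 5% FBS, treated with compound 48 h at 37 degrees C. Viability by CellTiter-Glo luminescence, normalised to DMSO and no-cell wells; concentration-response curves classed.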
KB-3-1 tox: kills parental KB-3-1 adenocarcinoma cells. actives 1.4% (n = 400,000). Potency, µM (top dose mostly 46.1 µM), without a hit: at the highest dose activity change, negative = cytotoxic, actives largely listed as cytotoxic. KB-3-1 viability, CellTiter-Glo ATP luminescence, 72 h; note: potency is the fitted concentration of half-maximal effect; % is set by controls: 0 for no effect and ±100 for the full control effect; nearly all actives have a fitted effect of over 60% in size
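Parental KB-3-1 viability, qHTS format: 72 h compound exposure, 37 °C; CellTiter-Glo; media-only wells and DMSO plates as controls; concentration-effect fits on corrected data.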
* hit, by the source's call; ? = inconclusive; / = no result given; & = joins results of further samples; [ ] = remark or other dose. Unless noted, calls come from the whole dose curve; as a rule, active = well fitted curve in the direction sought with a large enough effect; inconclusive = small, poorly fitted or top-dose-only effect, or another doubt; inactive = no such curve, though single readings can be large; an effect the other way counts as inactive or inconclusive.

SMILES | IL1B secr inh | MCF10A rerep | ATXN2 expr inh | HT1080NT lethal | WRN helicase inh | SW480 rereplic | KB-V1 MDR tox | HT1080 IDH1KD tx | KB-3-1 tox
CCCCNC(=O)C1(C)CCN1Cc1ccc(C#N)cc1 (configuration not stated) | -14 | / | 2% | 1% | 0%[57.1 µM] | / | ? | ? | 2%
O=C(CCC(=O)Nc1ccccc1)NNS(=O)(=O)c1ccc(Cl)cc1 | -3 | 0% | 5% | -3% | 2% | ? | 13% | 3% | 4%
NC(=O)C1(Nc2ccc(C(=O)O)cc2)CCCC1 | 2 | -3% | 4% | -5% | 1% | -12% | 7% | -1% | 2%
CN1CCN(CC(=O)n2c3c(c4ccccc42)CCCC3)CC1 | -18 | ? | -16% | -10% | -6%[11.6 µM] | ? | 13% | 0% | 0%
C/C(=N\O)c1sc(-c2ccccc2)nc1C | 28 | 6% | / | -1% | 1% | -2% | ? | 0% | -22%
CCOC(=O)c1c(NC(=O)COC(=O)c2ccncc2)sc(C)c1C | 0 | -14% | / | -1% | 7% | -3% | 5% | 16% | -2%
O=C(CNS(=O)(=O)c1cccc(Cl)c1)Nc1ccc(-c2nc3ccccc3s2)cc1 | 23 | 2% | 30% | -1% | 5% | -5% | -10% | -2% | -11%
O=C(O)CC1(CC(=O)Nc2ccc(Br)cc2)CCCCC1 | 27 | 4% | -4% | -3% | 12% | 0% | -17% | -19% | -2%
Cc1ccc(OCCC(=O)N(CCC(C)C)c2c(N)n(Cc3ccccc3)c(=O)[nH]c2=O)cc1 | -1 | 8% | -6% | -9% | 18% | 7% | -18% | -9% | 24%
Cc1cc(C)nc(SCc2ccc(C(=O)N/N=C/c3ccccn3)cc2)n1 | 121 | -3% | -37% | -28% | 4% | -6% | ? | ? | -5%
Cc1cccc(C(=O)C2CCN(S(=O)(=O)c3ccc(C(=O)O)cc3)CC2)c1 | 26 | -2% | 4% | -13% | -6% | -1% | 1% | -10% | 3%
C=CCN1CCN(C(c2ccc(Cl)cc2)c2nnnn2CCc2ccc(OC)c(OC)c2)CC1 (configuration not stated) | -2 | -2% | -9% | -1% | 6% | 0%[9.22 µM] | 0% | 12% | -5%
COc1ccc(CNC(=O)CC[C@H]2O[C@@H](n3cc(C)c(=O)[nH]c3=O)C[C@@H]2O)cc1 | -8 | / | 13% | 21% | -7% | / | 7% | 20% | 0%
O=C(NCc1ccncc1)c1ccc(Cn2cc(C(F)(F)F)ccc2=O)cc1 | 0 | 2% | -5% | -1% | 7% | 0% | -13% | 0% | 7%
COc1ccc(CSC2=NCCN2)cc1Cl | ? | 25% | -34% | -27% | -10% | ? | -6% | -23% | -22%
CCOC(=O)/C(C#N)=C/C1=C(N2CCCC2)CC(C)(C)OC1 | -9 | 0% | -4% | 8% | -1% | -7% | -16% | -5%[9.24 µM] | 1%
C=CCn1c(SCC(=O)Nc2ccc(F)cc2)nnc1-c1cnccn1 | -8 | 1% | -6% | 1% | 3% | -4% | -18% | 2% | -3%
Oc1ccccc1-c1nnco1 | 1 | 2% | -13%&13% | 10% | 3% | -1% | 17% | 13% | 26%
CCC(=O)Nc1ccc(/C=C(\C(C)=O)C(=O)c2ccccc2)cc1 | -98* | ? | ? | 18µM* | -6% | 5% | -14% | 16µM* | ?
Cc1cccc(-c2nnc3sc(-c4ccccc4C)nn23)c1 | -4 | ? | -18% | ? | -18% | 11% | ? | ? | -23%
COc1ccc(C2/C(=C(/O)c3ccccc3)C(=O)C(=O)N2CC(C)O)c(OC)c1 (configuration not stated) | 6 | -4% | -4% | 11% | -4% | -1% | -4% | 3% | 0%
COc1ccc(NC(=O)N(C)C[C@H]2Oc3ccc(NC(=O)c4ccncc4)cc3C(=O)N([C@H](C)CO)C[C@@H]2C)cc1 | 13 | ? | 1% | -3% | 6% | 27% | -3% | -2% | 12%
CC1(C)OC1(C#N)c1ccccc1 (configuration not stated) | -3 | -25% | 6% | 15% | 10% | -2% | 6% | 8% | -15%
CCOC(=O)C1=C(SCC(=O)Nc2ccccc2)NC(=O)C(C#N)C12CCCCC2 (configuration not stated) | -24 | -19% | 0% | -1% | -12% | 25% | -20% | -1% | 0%
CC(C)c1ccc(C2OCCCO2)cc1 | 6 | 25% | -1% | -1% | -18% | 1% | / | 2% | /
CCCN(CC(=O)Nc1ccccc1OC)C(=O)c1cc2ccccc2o1 | 24 | ? | -16% | 0% | -9% | 2% | ? | -20% | 3%
C=CCOc1ccccc1CNCc1cccnc1 | 0 | 6% | -10% | 9% | -4% | -1% | -3% | 20% | 6%
COc1ccc(C(=O)NCCCN2CCCC2=O)cc1 | 30 | 1% | 1% | 16% | -1% | -8% | 13% | 6% | -1%
CC(=O)Nc1ccc(NC(=O)C(C)OC(=O)c2ccc3[nH]c(C)c(C)c3c2)cc1 (configuration not stated) | 35 | 20% | -1% | -14% | -8% | ? | -3% | -3% | 6%
CCC1CCc2sc(C(=O)OCC(=O)N(CCOC)c3c(N)n(Cc4ccccc4)c(=O)[nH]c3=O)cc2C1 (configuration not stated) | -16 | -3% | 4% | 2% | 6% | -4% | 0% | 0% | -11%
C[C@H](NC(=O)C1CCN(S(=O)(=O)c2ccccc2)CC1)C(=O)NCc1ccc(Cl)cc1Cl | 24 | 14% | -21% | -9% | 2% | -3% | -26% | -4% | -12%
COc1cc(CN2CCc3c([nH]c4ccccc34)C2)cc(OC)c1 | -6 | ? | -15% | -26% | ? | -8% | -30% | ? | -17%
CN(C)C(=O)C1OC(C)(C)OC1C(=O)N(C)C (configuration not stated) | 0 | -6% | 1% | -10% | -1% | -2% | 5% | 7% | 4%
CCN(C(=O)Cn1c(=O)oc2ccccc21)c1cccc(C)c1 | -10 | 2% | -28% | 18% | 0% | 3% | 2% | 16% | 10%
O=C(NC1=NCCS1)c1ccc([N+](=O)[O-])cc1Cl | 4 | 1% | -2% | 0% | 6% | -2% | 9% | 12% | 2%
COCc1cc(C)nc(SCC(=O)NCc2ccco2)c1C#N | 7 | 6% | 0% | 1% | 6% | -9% | -20% | 6% | 19%
C[C@@H]1CN([C@@H](C)CO)C(=O)CCCn2nncc2CO[C@H]1CN(C)Cc1ccc(-c2ccccc2)cc1 | 27 | / | ? | 12% | -5% | / | 7% | 8% | 33%
CCCNCc1cc(OC)c(OCc2ccccc2)cc1Br | ? | ? | -2% | -22% | 16% | 18% | -2% | -16% | 3%
Cc1ccc(Nc2nc(N)nc(CSc3nccn3C)n2)c(C)c1 | -17 | 1% | 43%[activator] | 10% | -2% | 18% | 0% | 10% | -1%
COc1ccc(C(=O)NCCc2ccc(S(N)(=O)=O)cc2)cc1OC | -2 | 7% | 4% | 2% | -8% | -11% | 4% | 1% | -10%
CC(On1nnc2ccc(S(=O)(=O)N3CCOCC3)cc21)C(=O)Nc1ccccc1F (configuration not stated) | 40 | -12% | 0% | -14% | -5% | ? | ? | -8% | -3%
CCCCN1C(=O)CCC(C(=O)O)C1c1ccc([N+](=O)[O-])cc1 (configuration not stated) | 0 | 0% | -1% | 14% | -1%[57.1 µM] | -16% | ? | 10% | -26%
Cc1cc(NC(=O)CSc2ccc(-c3ccccc3)nn2)no1 | 26 | 0% | 0% | -4% | 1% | 1% | -22% | 0% | 11%
CCN(CC)S(=O)(=O)c1ccc(NC(=O)c2cc(=O)[nH]c3ccccc23)cc1 | -23 | 0% | -2% | 2% | -4%[57.1 µM] | -4%[1.84 µM] | -11% | -1% | -1%
Cc1ccc(NC(=O)c2ccc(OC(=O)COc3cccc(Cl)c3)cc2)cc1 | -11 | -7% | 22% | -1% | -10% | 2% | 9% | 6% | 1%
CNC(=O)c1ccc(N(Cc2ccccc2C)S(C)(=O)=O)cc1 | -10 | -2% | -5% | -2% | 7% | -3% | ? | 2% | -8%
COc1ccc(-c2nc3cc(C)c(Br)c(C)n3c2Cc2ccccc2C(F)(F)F)cc1OC | -5 | / | 12% | 15% | -7% | / | 17% | 10% | -26%
Cc1ccc(CN2CCN(Cc3cnc(N(C)C)s3)CC2CCO)o1 (configuration not stated) | 7 | -3% | / | -2% | -3% | -1% | ? | -2% | -1%
CCOC(=O)c1cnc(-c2ccccc2)nc1C(F)(F)F | 51 | 4% | 16% | 1% | -5% | 0% | -1% | 2% | -1%
CC(C)COC(=O)C(C#N)c1nc2ccccc2nc1N1CCN(Cc2ccc3c(c2)OCO3)CC1 (configuration not stated) | -7 | -1% | -3% | 9% | 0% | -4% | 0% | 7% | -1%
CC(=O)Nc1ccc(N2CCCCC2)cc1 | 6 | 0% | 28% | 13% | -11% | -5% | 24% | 27% | 3%
Cc1nc(C)c(CCNC(=O)c2ccccc2)s1 | 14 | -7% | -1% | 7% | -6% | -2% | -8% | -2% | -1%
CSCCC(NC(=O)c1ccco1)C(=O)N1CCC(C(N)=O)CC1 (configuration not stated) | 7 | -1% | -7% | 7% | -4% | -3% | 45% | 3% | 12%

Whole records from above:
COc1ccc(-c2nc3cc(C)c(Br)c(C)n3c2Cc2ccccc2C(F)(F)F)cc1OC across the screens: IL1B secr inh = -5; MCF10A rerep = /; ATXN2 expr inh = 12%; HT1080NT lethal = 15%; WRN helicase inh = -7%; SW480 rereplic = /; KB-V1 MDR tox = 17%; HT1080 IDH1KD tx = 10%; KB-3-1 tox = -26%
CNC(=O)c1ccc(N(Cc2ccccc2C)S(C)(=O)=O)cc1 across the screens: IL1B secr inh = -10; MCF10A rerep = -2%; ATXN2 expr inh = -5%; HT1080NT lethal = -2%; WRN helicase inh = 7%; SW480 rereplic = -3%; KB-V1 MDR tox = ?; HT1080 IDH1KD tx = 2%; KB-3-1 tox = -8%

Hits appear at their usual frequency; overall some 12% were active at least once.
